Screening results deposited in PubChem by National Center for Advancing Translational Sciences (NCATS).
NPC1 prom act – NPC1 promoter activation; 2.4% of 320,000 active; Potency, µM (highest dose often 9.22 µM), without a hit: top-dose activation, actives largely listed as activators; Huh7 NPC1 promoter luciferase reporter, 24 h;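 note: potency is the fitted concentration of half-maximal effect; % of control where 0% means no effect; nearly all actives have a fitted effect of over 60% in size; reporter is driven by a mutant NPC1 promoter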
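Luminescence read-out of NPC1 promoter-driven luciferase in stably transfected Huh7 cells; compounds delivered in DMSO and left 24 h at 37C, 5% CO2, qHTS titration format.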
VP16 counter – Gal4-VP16 reporter inhibition counter-screen | 3.5% of 310,000 active | Drosophila S2 Gal4-VP16 UAS-luciferase, luminescence, 20 h | Potency, µM (titrated, usually from 53.6 µM), for inactives: at the highest dose activity, negative = inhibition, hits mostly inhibitors;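 note: Gal4-VP16 expression switched on by copper sulfate through the metallothionein promoter; potency is the fitted concentration of half-maximal effect; % is set by controls: 0 for no effect and ±100 for the full control effect; nearly all actives have a fitted effect of over 50% in size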
ELG1 genotox – induces genotoxicity in HEK293T cells with luciferase-tagged ELG1 | 1.3% of 330,000 active | AID 504466 | HEK293T ELG1-luciferase reporter, luminescence, 16 h | Potency, µM (top dose mostly 46 µM), for the others: top-dose activity change, positive = activation, hits mostly activators; note: potency is the fitted concentration of half-maximal effect; % of control where 0% means no effect; nearly all actives have a fitted effect of over 60% in size
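Genotoxicity was scored as increased ELG1-luciferase reporter signal, measured by ONE-Glo luminescence (30 min, room temperature). Compound or vehicle exposure of the HEK293T reporter cells lasted 16 hr at 37°C.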
Tb PFK inh – T. brucei PFK enzyme inhibition; T. brucei PFK, ADP-Glo luminescence; Potency, µM (doses to about 57.5 µM), for inactives: at the top dose activity, negative = inhibition, actives largely listed as inhibitors; 0.17% of 330,000 active;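 note: potency is the fitted concentration of half-maximal effect; 0% = uninhibited 1x PFK enzyme wells and -100% = no-enzyme wells; nearly all actives have a fitted effect of over 60% in size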
Target sequence (O15648 whole entry, looked up): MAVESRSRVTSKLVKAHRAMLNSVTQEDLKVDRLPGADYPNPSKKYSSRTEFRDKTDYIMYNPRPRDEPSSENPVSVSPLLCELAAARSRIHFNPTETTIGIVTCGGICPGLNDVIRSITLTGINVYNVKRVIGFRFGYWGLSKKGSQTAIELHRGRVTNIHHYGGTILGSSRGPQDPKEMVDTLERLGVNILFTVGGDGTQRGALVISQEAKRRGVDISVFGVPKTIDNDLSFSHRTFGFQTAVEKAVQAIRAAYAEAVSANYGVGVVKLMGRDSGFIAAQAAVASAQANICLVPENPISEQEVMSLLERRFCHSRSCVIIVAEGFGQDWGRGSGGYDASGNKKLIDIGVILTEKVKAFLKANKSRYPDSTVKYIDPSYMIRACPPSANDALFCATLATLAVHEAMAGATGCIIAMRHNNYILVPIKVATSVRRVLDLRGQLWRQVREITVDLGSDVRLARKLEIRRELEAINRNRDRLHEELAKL
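In TEA buffer at pH 8.0 with 5 mM MgCl2, enzyme (1.25 nM) converted F6P (0.5 mM) and ATP (0.1 mM) for 45 min at room temperature. ADP product was read by luciferase luminescence.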
TRPV1 agonist – agonists of human vanilloid receptor 1 (TRPV1). activation, % at 8.33 µM. TRPV1-expressing cells, Fluo-8 calcium influx, agonist mode. Q8NER1. AID 540275. 0.19% of 320,000 active; in the data active = activation above about 80%; inconclusive = between about 30% and that limit; note: 0% is about no effect
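Fluo-8 calcium influx in TRPV1-expressing cells, kinetic read (ex 480/em 520 nm). Compound added and read 3 min for agonist activity, followed by capsaicin at EC20 final and 2 min further read for enhancement.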
p53 reactivator – restores transcriptional activity of mutant p53; H1299 p53-A138V BP100-luciferase reporter, luminescence, 24 h; 0.063% of 320,000 active; Potency, µM (highest dose often 92.2 µM), for inactives: at the highest dose activity change, positive = activation, most hits filed as activators; AID 504706; note: potency is the fitted concentration of half-maximal effect; % of control where 0% means no effect; nearly all actives have a fitted effect of over 45% in size
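p53-null H1299 cells stably carrying temperature-sensitive p53-A138V and a BP100-luciferase reporter were pinned with compounds (4-point, 1:5 series) and held 24 hrs at 37 deg C. Luminescence was read 10 min after detection reagent.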
RORgamma inh – inhibitors of mouse ROR gamma transcriptional activity; 5.4% of 310,000 active; AID 2551; P51450; Drosophila S2 Gal4-RORgamma UAS-luciferase reporter, 20 h; Potency, µM (highest dose often 53.6 µM), for inactives: at the top dose activity change, negative = inhibition, usual class: inhibitors; note: potency is the fitted concentration of half-maximal effect; % is set by controls: 0 for no effect and ±100 for the full control effect; nearly all actives have a fitted effect of over 60% in size
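In this cell-based reporter format, copper sulfate (700 uM final) drives Gal4–ROR gamma fusion expression from a metallothionein promoter in Drosophila Schneider cells; compounds preincubated 1 hr, reporter read after 20 hr at ambient temperature.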
Rab9 prom act – activates the Rab9 promoter. Potency, µM (doses to about 9.22 µM), for the others: top-dose activation, negative = inhibition, most hits filed as activators. AID 485297. 2.8% of 320,000 active. Huh7 Rab9 promoter-luciferase reporter, luminescence, 24 h; note: potency is the fitted concentration of half-maximal effect; % of control where 0% means no effect; nearly all actives have a fitted effect of over 60% in size
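Using Huh7 cells stably transfected with Rab9 promoter–luciferase, compounds were incubated 24 h at 37 °C, 5% CO2; luciferase luminescence was read 10 min after reagent addition.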
FLuc modulator – firefly luciferase modulation, counter-screen for miR-21 project; P08659; purified FLuc, Km substrates, luminescence inhibition; Potency, µM (highest dose often 57.5 µM), without a hit: at the top dose activity change, negative = inhibition, hits mostly inhibitors; 6.9% of 360,000 active; AID 588342;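 note: potency is the fitted concentration of half-maximal effect; plate controls were vehicle for no effect and reference inhibitor for full effect; nearly all actives have a fitted effect of over 55% in size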
Target sequence (P08659 whole entry, looked up): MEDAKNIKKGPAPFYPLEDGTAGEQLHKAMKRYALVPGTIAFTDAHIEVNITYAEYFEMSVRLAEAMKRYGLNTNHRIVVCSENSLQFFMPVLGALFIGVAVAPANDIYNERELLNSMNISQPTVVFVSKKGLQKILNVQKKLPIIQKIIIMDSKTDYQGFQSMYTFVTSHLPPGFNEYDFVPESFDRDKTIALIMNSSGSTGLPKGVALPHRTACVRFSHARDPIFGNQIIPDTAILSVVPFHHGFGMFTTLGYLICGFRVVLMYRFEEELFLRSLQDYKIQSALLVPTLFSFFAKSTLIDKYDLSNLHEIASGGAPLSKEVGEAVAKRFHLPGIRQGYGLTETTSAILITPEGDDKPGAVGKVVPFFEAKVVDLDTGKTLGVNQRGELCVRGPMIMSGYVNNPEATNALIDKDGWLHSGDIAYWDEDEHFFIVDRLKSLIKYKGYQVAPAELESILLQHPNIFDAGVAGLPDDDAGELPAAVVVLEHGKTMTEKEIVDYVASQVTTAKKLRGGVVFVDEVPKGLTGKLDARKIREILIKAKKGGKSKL
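Biochemical qHTS of compounds, final roughly 60 µM downward over six points, against 10 nM purified firefly luciferase using Km concentrations of substrates (10 uM D-luciferin, 10 uM ATP) in Tris acetate pH 7.5 buffer; luminescence output.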
BRCA1 expr act – BRCA1 expression activation; Potency, µM (highest dose often 46.1 µM), inactives show top-dose activation, actives largely listed as activators; MCF7-BRCA1-FFLuc reporter, luminescence, 48 h; response scale: scaled: vehicle 0%, 10 µM genistein 100%; AID 624202; 1.1% of 380,000 active; note: potency is the fitted concentration of half-maximal effect; nearly all actives have a fitted effect of over 80% in size; some results filed as inactive show a strong effect at the top dose
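MCF7 cells carrying a BRCA1-firefly luciferase reporter (2000 cells/well, phenol-red free MEM) were attached for 2 h at 37 °C, then given compounds for 48 h. Luminescence was read 15 min after luciferase reagent; activity normalized to genistein (10 microM) and DMSO.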
ELG1 repair inh – inhibitors of ELG1-dependent DNA repair in HEK293T cells; 2.3% of 330,000 active; HEK293T ELG1-luciferase reporter, luminescence, 16 h; DNA damage induced by 5-fluorouridine; AID 504467; Potency, µM (series often up to 46.1 µM), inactives show top-dose activity change, negative = inhibition, actives largely listed as inhibitors; note: potency is the fitted concentration of half-maximal effect; % is set by controls: 0 for no effect and ±100 for the full control effect; nearly all actives have a fitted effect of over 55% in size
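Reporter activity after DNA damage by 5-fluorouridine is monitored. Compound-treated cells incubate 16 hr at 37 °C, then ONE-Glo is added for 30 min before luminescence reading.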
Numbers without * were called inactive; ? = inconclusive; · = no result given; [ ] = another dose, or the depositor's remark. Unless noted, calls come from the whole dose curve; as a rule, active = well fitted curve in the direction sought with a large enough effect; inconclusive = small, poorly fitted or top-dose-only effect, or another doubt; inactive = no such curve, though single readings can be large; an effect the other way counts as inactive or inconclusive.

molecule	ELG1 repair inh	TRPV1 agonist	VP16 counter	Rab9 prom act	ELG1 genotox	RORgamma inh	p53 reactivator	FLuc modulator	BRCA1 expr act	Tb PFK inh	NPC1 prom act
COc1ccccc1NC(=O)C1=C(C)Nc2nnnn2C1c1cccc(C)c1 (centres undefined)	0%	·	15%	6%	-2%	38%	9%	0%	-14%	5%	4%
COc1ccc(N2CCN(S(=O)(=O)c3cc4c(cc3C)NC(=O)CO4)CC2)cc1	23%	-3	-18%	3%	0%	-24%	11%	2%	-1%	-3%	-1%
Nc1nc(N2C(=O)C3CC=CCC3C2=O)nn1-c1ccccc1 (centres undefined)	-1%	-3	5%	-3%	3%	7%	-4%	2%	1%	4%	2%
Cc1sc2nc(CN3CCOCC3)nc(Cl)c2c1C	1%	0	21%	1%	6%	?	4%	-1%	-34%	0%	-3%
CCOC(=O)C1(CC2CCCCO2)CCN(C2CCSCC2)CC1 (centres undefined)	11%	3	-2%	0%	0%	6%	-2%	1%	-18%	3%	-2%
O=C(CN1CCCC1)Nc1ccc([N+](=O)[O-])cc1Cl	-1%	-3	-1%	0%	0%	1%	1%	-8%	3%	3%	-1%
Cc1ccc(NC(=O)COC(=O)CNC(=O)c2ccco2)cc1	1%	3	2%	-6%	0%	-1%	-2%	1%	7%	-3%	3%
CC(C)[C@H](NC(=O)c1ccccc1Br)C(=O)OCc1nc2ccsc2c(=O)[nH]1	9%	3	·	11%	0%	·	-5%	0%	-5%	0%	0%
O=C(COC(=O)c1nc(Cl)ccc1Cl)NC1CCCCC1	10%	0	·	-1%	1%	·	-2%	0%	-17%	-2%	-3%
CCC(=O)Nc1ccc(Cl)c(NC(=O)C(C)C)c1	18%	0	-2%	-4%	-2%	-6%	-8%	-1%	0%	-2%	1%
COc1ccc(C(=O)N/C(=C/c2cccs2)c2nc3ccccc3[nH]2)cc1OC	?	-3	?	-2%	3%	8%	4%	?	-6%	0%	-2%
COc1ccccc1NS(=O)(=O)c1cc(N)ccc1N1CCCCC1	-13%	12	-10%	0%	-2%	31%	-2%	?	1%	-5%	0%
CCOc1ccc(C(=O)Nc2cc(-c3nc4ccccc4[nH]3)ccc2Cl)cc1[N+](=O)[O-]	?	1	-24%	-7%	8%	-20%	-16%	?	-36%	0%	-1%
Cc1cc(NC(=O)C2CCCC2)nc2c1c(=O)oc1ccccc12	21µM*	?	-2%	4%	-10%	8%	-2%	-14%	-50%	-1%	-2%
Cn1c(=O)[nH]c(=O)c2c1nc(NC1CCCCC1)n2CC(=O)NC1CCCCC1	8%	-7	-15%	-4%	0%	4%	9%	5%	·	-2%	-1%

The final two entries of the section before come first, to join the parts.
molecule	ELG1 repair inh	TRPV1 agonist	VP16 counter	Rab9 prom act	ELG1 genotox	RORgamma inh	p53 reactivator	FLuc modulator	BRCA1 expr act	Tb PFK inh	NPC1 prom act
Cc1cc(NC(=O)C2CCCC2)nc2c1c(=O)oc1ccccc12	21µM*	?	-2%	4%	-10%	8%	-2%	-14%	-50%	-1%	-2%
Cn1c(=O)[nH]c(=O)c2c1nc(NC1CCCCC1)n2CC(=O)NC1CCCCC1	8%	-7	-15%	-4%	0%	4%	9%	5%	·	-2%	-1%
COc1ccccc1N1CCN(S(=O)(=O)c2ccc3c(c2)NC(=O)C(C)S3)CC1 (centres undefined)	-22%	14	?	-9%	-8%	?	-6%	0%	-35%	0%	-5%
COc1cc(CO)c(Br)cc1OCC(=O)Nc1ccccc1C	2%	5	-6%	15%	-1%	-28%	9%	-4%	25%	1%	-8%
Cc1cc(N2CCOCC2)nc(SCc2c(Cl)cccc2Cl)n1	-24%	14	-6%	10%	3%	-17%	-10%	-17%	-60%	4%	-9%
CS(=O)(=O)N(CC(=O)NCc1cccnc1)Cc1ccc(Cl)cc1	7%	-25	5%	-6%	4%	-8%	-9%	-2%	-4%	-7%	1%
C=CCn1sc(N)c(C(=O)OCC)c1=S	12%	3	6%	3%	5%	37%	-3%	4%	0%	1%	0%
FC(F)(F)c1cccnc1-n1cncn1	-1%	-2	1%	-12%	-2%	9%	7%	2%	-8%	-1%	3%
O=C(c1ccc(F)cc1)C1CCN(C(=S)Nc2ccccc2)CC1	-11%	3	2%	1%	-4%	-24%	-4%	-1%	1%	1%	-5%
Cc1nn(Cc2ccccc2)c2sc(C(=O)N3CCN(Cc4ccc5c(c4)OCO5)CC3)cc12	·	24	-2%	·	·	16%	·	4%	-52%	·	·
Nn1c(SCC(=O)Nc2cccc(F)c2)nnc1C1CCCCC1	-1%	1	-1%	1%	0%	2%	1%	5%	-1%	-2%	1%
CCC1(c2ccc(F)cc2)NC(=O)N(CC(=O)N2CC(=O)Nc3ccccc32)C1=O (centres undefined)	-2%	-1	·	-1%	1%	·	-6%	3%	-24%	-6%	6%
CCOC(=O)c1ccc(NC(=O)c2cccc(S(=O)(=O)N3CCN(C(C)=O)CC3)c2)cc1	?	22	-9%	3%	-30%[inhibitor]	?	-7%	-2%	-24%	-2%	-1%
O=C(Nc1cccc(Cl)c1N1CCCCC1)c1ccc2c(c1)OCCO2	0%	11	6%	2%	0%	-21%	-4%	3%	-34%	-1%	-6%
N#CC(C(=O)C1CCCCC1)c1nc2ccccc2[nH]1 (centres undefined)	-12%	-15	7.9µM*	5%	-11%	3.5µM*	-3%	-17%	2%	-5%	8%
CCOCCn1cnc2sc(C(=O)Nc3nc(C)c(C(=O)OCC)s3)c(C)c2c1=O	13%	-2	-10%	2%	12%	4.5µM*	2%	2.4µM*	·	5%	-9%
CCn1c(SCC(=O)Nc2cc(NC(C)=O)ccc2OC)nnc1-c1ccccn1	-3%	1	1%	-3%	2%	43%	11%	0%	5%	-1%	1%
Clc1c(CSc2nc3ccccc3o2)nc2ccccn12	?	1	7.1µM*	2µM*	2.6µM*	?	?	1.9µM*	?	2%	1.6µM*
Cc1ccc(C(=O)N(C)c2nnc(-c3ccncc3)s2)cc1	?	4	-3%	?	13%	-18%	14%	17µM*	90%	-10%	?
C[C@H](CO)N1C[C@H](C)[C@@H](CN(C)C)Oc2c(NS(=O)(=O)c3cn(C)cn3)cccc2C1=O	1%	·	·	·	-2%	·	-4%	·	3%	2%	·
O=C(O)C1CCCC[C@H]1C(=O)Nc1ncc([N+](=O)[O-])s1 (some centres undefined)	24%	-4	·	-2%	0%	·	5%	5%	27%	1%	-1%
CCOc1ccccc1Nc1nnc(SC(C)C(=O)Nc2nc(-c3ccccc3)cs2)s1 (centres undefined)	4%	-2	24%	-1%	-3%	-10%	1%	3%	-2%	-7%	1%
CCNC(=O)c1nc[nH]c1C(=O)NCC	?	-2	-5%	2%	-1%	?	-2%	2%	-3%	1%	-2%
CC(OC(=O)C1CCCC1)C(=O)Nc1ncc(Cl)cc1Cl (centres undefined)	-5%	3	·	-2%	5%	·	-4%	4%	-18%	0%	0%
Cn1cc2c(=O)n(/N=C/c3ccccc3)cnc2n1	17%	0	-1%	-3%	7%	12%	17%	-9%	23%	0%	-1%
Cc1cc(C)c2nc(NC(=O)c3ccc([N+](=O)[O-])o3)sc2c1	?	11	1%	21%	-7%	-21%	?	?	-2%	3%	-1%
NC(=O)c1cc2ccccc2o/c1=N\NC(=O)c1ccccc1O	12%	-4	-11%	-3%	-1%	1%	-1%	-10%	-10%	-3%	-3%
CCc1cc2c(=O)c(-c3nc4ccccc4n3C)coc2c(CN2CCCC(C)C2)c1O (centres undefined)	-5%	-2	9%	-8%	-9%	0%	-4%	-2%	-43%	-1%	-3%
O=C(C1CCN(Cc2ccc(F)cc2)CC1)N(CCc1ccccc1)Cc1ccccc1	-28%	19	7%	-10%	-6%	35%	-4%	3%	-53%	0%	-2%
O=C(CSCc1ccc(F)cc1)NCc1ccc2c(c1)OCO2	5%	22	-4%	-2%	-1%	8%	-5%	2%	5%	0%	-2%
O=c1c2cc(-c3ccccc3)sc2nc2n1N=C(c1ccccc1)CS2	?	0	4%	1.8µM*	17%	27%	?	1.9µM*	55%	8%	2µM*
COc1cc(Br)cc2cc(C(=O)N3CCN(c4ccccn4)CC3)c(=O)oc12	-6%	1	-11%	1%	2%	-38%	-2%	-11%	2%	0%	8%
COc1ccccc1-n1c(SC)nc(O)cc1=O	0%	-1	10%	-2%	-3%	3%	-4%	3%	4%	1%	-4%
CC(=O)c1ccc(NC(=O)CCc2c(C)nc3ncnn3c2C)cc1	?	-3	8%	24%	12%	-17%	22%	?	98%	-5%	6%
